Bioassay records deposited in PubChem BioAssay by several laboratories.
Glyco luc inh = N-linked glycosylation inhibition | reporter increase, % at 12.5 µM | D54 ERlucT glycosylation luciferase reporter, 24 h; percent of 100 nM tunicamycin response | 360,000 compounds, 0.23% hits;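 active = mean luciferase reporter signal, scaled so untreated is 0 and the glycosylation-blocking control 100, at or above a set limit in every replicate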;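 also: luciferase carries N-glycosylation sites so blocking glycosylation raises the light; 0% = median of neutral control wells and 100% = median of 100 nM tunicamycin wells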
ABCB6 inh MLPCN = inhibitors of human ABC transporter ABCB6; 360,000 compounds, 0.19% hits; fluorescence ratio to DMSO, % at 10 µM; Q9NP58; K562-ABCB6 porphyrin accumulation, flow cytometry, 1 h; active compounds read low; AID 602162;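 active = fluorescence ratio to DMSO below 75%, the collection mean minus 3 SD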;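 also: signal is porphyrin accumulated inside mitochondria; 100% equals median channel fluorescence of DMSO control wells; lower ratio means ABCB6 inhibition with less porphyrin fluorescence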
MC4R antag cAMP = human MC4R antagonism in cAMP assay; 360,000 compounds, 0.48% hits; AID 540295; inhibition, % at 6.5 µM; MC4R-expressing cells, MTII-stimulated cAMP, LANCE TR-FRET;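 active = inhibition above its plate's cutoff, the mean of tested wells on that plate plus 3 SD, cut at about 29% in these data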;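 also: 0% = Melanotan II alone and 100% = Melanotan II plus saturating MCL0020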
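Assay system: U2OS-MC4R stable cell line; Also added: Melanotan II; Technique: Eu-cAMP/anti-cAMP TR-FRET, emission 671 nm; Times: 30-min compound, 1-h challenge, 1-h detection, room temperature.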
H9c2 protect = protects H9c2 cardiomyocytes from peroxide injury; H2O2 injury protection, ATPLite, 2 h; protection from H2O2 cell death, % at 20 µM; 360,000 compounds, 0.63% hits; AID 588492;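 active = compounds giving at least 50% protection of heart cells from peroxide-induced death in the single-dose screen, raw or plate-pattern-corrected value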;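 also: 0% = DMSO wells with peroxide and 100% = DMSO wells without peroxide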
MC4R barr agon = activates human MC4R beta-arrestin recruitment. P32245. U2OS MC4R beta-arrestin complementation, luminescence; percent of melanotan II response, DMSO zero. activation, % at 8.9 µM. 360,000 compounds, 0.98% hits. AID 540308;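 active = activation above a per-plate cutoff, the mean activation of sample wells on that plate plus 3 SD, cut at about 8% in these data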
PDI inh = PDI (human) enzyme inhibition | AID 588391 | 350,000 compounds, 0.052% hits | P07237 | inhibition, % at 10 µM | PDI insulin aggregation turbidity, A650, 90 min;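 active = mean inhibition across replicates of 30% or more, whatever share of single replicates reach that level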;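 also: absorbance from insulin aggregation driven by PDI reduction with DTT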
Target sequence (P07237 whole entry, looked up): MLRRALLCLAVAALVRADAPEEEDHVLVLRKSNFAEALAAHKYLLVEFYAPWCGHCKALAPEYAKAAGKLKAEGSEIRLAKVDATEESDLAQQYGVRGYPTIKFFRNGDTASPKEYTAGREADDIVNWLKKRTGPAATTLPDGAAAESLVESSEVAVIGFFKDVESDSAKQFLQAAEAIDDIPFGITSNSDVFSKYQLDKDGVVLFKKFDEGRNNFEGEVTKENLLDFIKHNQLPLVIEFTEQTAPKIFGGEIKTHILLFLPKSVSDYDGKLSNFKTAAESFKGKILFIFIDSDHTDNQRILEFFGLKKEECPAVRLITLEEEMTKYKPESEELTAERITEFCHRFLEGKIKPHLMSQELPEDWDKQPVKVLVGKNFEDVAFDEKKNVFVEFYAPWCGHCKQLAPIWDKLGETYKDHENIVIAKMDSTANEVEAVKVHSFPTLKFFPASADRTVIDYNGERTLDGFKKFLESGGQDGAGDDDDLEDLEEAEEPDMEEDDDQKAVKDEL
Exocytosis inh = blocks lytic granule exocytosis; TALL-104 LAMP-1 surface exposure, flow cytometry; cells stimulated with thapsigargin and PMA; inhibition, % at 10 µM; 360,000 compounds, 0.66% hits; AID 651702;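 active = inhibition above about 55%, limit read from the data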
CaV13 ICDI inh = Disruptors of the CACNA1D IQ motif to Ca2+-dependent inactivation inhibitor domain association, primary screening, Förster resonance energy transfer in intact living …. HEK cells, CFP/YFP FRET ICDI-IQ, plate reader, 10 min; percent FRET-ratio fall versus neutral wells. inhibition, % at 12.3 µM. AID 743397. 340,000 compounds, 0.098% hits;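 active = mean replicate inhibition of at least 30% and at least 1% of replicates passing that level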;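 also: 0% = median of the neutral control wells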
m5-HT2A agonist = agonists of mouse serotonin 5-HT2A receptor (HTR2A); P35363; CHO-K1 mHTR2A beta-arrestin complementation, luminescence; percent of 30 µM serotonin response; activation, % at 7.6 µM; 360,000 compounds, 0.66% hits; AID 624169;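 active = activation above a run cutoff, the mean activation of all tested compounds plus 3 SD, cut at about 14% in these data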;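 also: 0% = plate median of compound wells and 100% = 30 µM serotonin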
Target sequence (P35363 whole entry, looked up): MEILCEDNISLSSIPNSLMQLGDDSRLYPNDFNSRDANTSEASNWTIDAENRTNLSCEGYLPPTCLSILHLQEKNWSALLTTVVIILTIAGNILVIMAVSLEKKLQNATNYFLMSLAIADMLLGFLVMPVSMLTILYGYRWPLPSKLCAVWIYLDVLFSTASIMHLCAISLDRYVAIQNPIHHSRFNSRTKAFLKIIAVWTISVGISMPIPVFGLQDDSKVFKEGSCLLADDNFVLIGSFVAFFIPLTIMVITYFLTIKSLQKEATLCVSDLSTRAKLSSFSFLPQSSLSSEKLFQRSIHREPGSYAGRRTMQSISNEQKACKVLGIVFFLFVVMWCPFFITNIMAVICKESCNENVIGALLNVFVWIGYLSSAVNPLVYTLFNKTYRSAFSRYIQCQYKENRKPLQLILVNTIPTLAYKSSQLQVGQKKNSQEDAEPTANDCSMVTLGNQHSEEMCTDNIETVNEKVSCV
ABHD5-PLIN5 inh = inhibitors of human ABHD5-perilipin-5 interaction | inhibition, % at 4 µM | 360,000 compounds, 0.78% hits | AID 602281 | Q00G26+Q8WTS1 | Split G. princeps luciferase complementation, luminescence, 4 h;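 active = inhibition above the mean inhibition across every tested compound plus 3 SD, cut at about 22% in these data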;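 also: 0% = DMSO only wells and the 100% control is not disclosed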
* hit, by the source's call; . = no result given; & = joins results of further samples.

cpd	smiles	Glyco luc inh	ABCB6 inh MLPCN	MC4R antag cAMP	H9c2 protect	MC4R barr agon
1	CC1CCCC(C)N1CCCNC(=O)c1cc2c(=O)n(C)c3ccccc3c2n1C (centres undefined)	13	105	9	3	-2.2
2	COc1ccc(C(CC(=O)c2ccccc2)S(=O)(=O)c2ccccc2)cc1 (centres undefined)	6	92	4	-13	0.5
3	CCOC(=O)Nc1oc2ccccc2c(=O)c1C	-1	97	8	-3	-1.4
4	COc1cc(S(=O)(=O)NCc2ccc3c(c2)OCO3)c(OC)cc1C	0	101	5	-5	-0.2
5	CCc1ccccc1NC(=O)CN1CCN(C(=O)CNC(=O)c2ccc(-c3ccccc3)cc2)CC1	8	97	7	-9	-0.6
6	O=C1CCCC(O)=C1C=NCc1ccccc1	0	105	15	4	0.1
7	CC(NC(=O)c1ccccc1Cl)C(=O)O (centres undefined)	1	110	1	-9	0.6
8	CCC(C(=O)OCC(=O)N(C)c1c(N)n(Cc2ccccc2)c(=O)[nH]c1=O)c1ccccc1 (centres undefined)	3	98	5	13	-4.4
9	CN(C)c1cccc(CNC(=O)c2ccc3sc([C@H]4C[C@H](O)[C@@H](CO)O4)nc3c2)c1	0	98	7	10	0.6
10	Nn1c(SCC(=O)Nc2c(F)cc(F)cc2Br)nnc1C1CCCCC1	1	100	-5	-2	-0.4
11	CCC(=O)Nc1ccc(NC(=S)NC(=O)c2cc3ccccc3o2)cc1	-2	100	7	-2	-0.2
12	Cc1ccc2c(cnn2C(=O)CCCC(=O)NC(C)c2ccccc2)c1 (centres undefined)	0	100	5	0	0.1
13	CCCc1nnc(SCC(=O)Nc2cc(C)on2)n1CCOC	2	171	3	0	-0.8
14	CCOc1ccc(NS(=O)(=O)c2ccc(C(=O)NCc3ccncc3)cc2)cc1	-2	98	7	-6	-3.2
15	CCCS(=O)(=O)NC(=O)C1(C)CCCN(C(=O)c2ccco2)C1 (centres undefined)	2	105	0	7	-1.6

cpd	PDI inh	Exocytosis inh	CaV13 ICDI inh	m5-HT2A agonist	ABHD5-PLIN5 inh
1	.	1	-1	-3	5
2	-4	-8	-6	1	2
3	-2	0	-4	7	4
4	3	-6	0	-2	-7
5	-11	-2	-2	-7	4
6	2	-4	-3	1	7
7	-8	14	.	7	-1
8	0	14	-7	3	1
9	1	7	-11	1	-4
10	-6	1	-7	3	-6
11	-1	4	-19	-2	-1
12	.	4	-3	0	-7
13	7	-3	-3	-1	-4
14	1	-8	-5	-7	-11
15	2	-8	-3	5	-1

Reformatted as labelled records: 4 of the compounds above
#4 COc1cc(S(=O)(=O)NCc2ccc3c(c2)OCO3)c(OC)cc1C
  Glyco luc inh: 0
  ABCB6 inh MLPCN: 101
  MC4R antag cAMP: 5
  H9c2 protect: -5
  MC4R barr agon: -0.2
  PDI inh: 3
  Exocytosis inh: -6
  CaV13 ICDI inh: 0
  m5-HT2A agonist: -2
  ABHD5-PLIN5 inh: -7
#5 CCc1ccccc1NC(=O)CN1CCN(C(=O)CNC(=O)c2ccc(-c3ccccc3)cc2)CC1
  Glyco luc inh: 8
  ABCB6 inh MLPCN: 97
  MC4R antag cAMP: 7
  H9c2 protect: -9
  MC4R barr agon: -0.6
  PDI inh: -11
  Exocytosis inh: -2
  CaV13 ICDI inh: -2
  m5-HT2A agonist: -7
  ABHD5-PLIN5 inh: 4
#6 O=C1CCCC(O)=C1C=NCc1ccccc1
  Glyco luc inh: 0
  ABCB6 inh MLPCN: 105
  MC4R antag cAMP: 15
  H9c2 protect: 4
  MC4R barr agon: 0.1
  PDI inh: 2
  Exocytosis inh: -4
  CaV13 ICDI inh: -3
  m5-HT2A agonist: 1
  ABHD5-PLIN5 inh: 7
#7 CC(NC(=O)c1ccccc1Cl)C(=O)O (centres undefined)
  Glyco luc inh: 1
  ABCB6 inh MLPCN: 110
  MC4R antag cAMP: 1
  H9c2 protect: -9
  MC4R barr agon: 0.6
  PDI inh: -8
  Exocytosis inh: 14
  CaV13 ICDI inh: .
  m5-HT2A agonist: 7
  ABHD5-PLIN5 inh: -1

(listing goes on)
cpd	smiles	Glyco luc inh	ABCB6 inh MLPCN	MC4R antag cAMP	H9c2 protect	MC4R barr agon
16	COc1cc(NC(=O)CN(C)S(=O)(=O)c2ccc3nc(C)sc3c2)cc(OC)c1	2	95	-1	4	-0.1
17	Cc1cc(C(=O)Nc2cccc3cccnc23)ccc1[N+](=O)[O-]	-2	104	4	-2	1.4
18	CC(C(=O)Nc1nc2ccccc2s1)n1cc([N+](=O)[O-])cn1 (centres undefined)	3	97	9	8	1.0
19	CCc1nc2c(OCCOc3ccc(F)cc3)cccn2c1N(C)C(=O)c1ccc(OC)cc1	-3	97	4	14	0.2
20	Cc1ccc(NC(=O)c2ccc(Cl)c(S(=O)(=O)NCc3ccco3)c2)c(O)c1	-1	99	2	-3	1.4
21	CCCCC(C(=O)NC(C)c1ccccc1)C(=O)NC(C)c1ccccc1 (centres undefined)	0	98	-1	3	-2.3
22	Cc1cccc(C)c1NC(=O)C(Cl)=C(Cl)Cl	3	100	18	-2	0.0
23	Cc1nc(C(=O)Nc2ccccc2)sc1C(=O)Nc1ccccc1	-3	97	-5	-3	2.4
24	CN(CC(=O)Nc1ccc(F)cc1)C(=O)CSc1ncccn1	1	98	-8	0	-1.2
25	O=C1NN(c2ccc(Br)cc2)C(=O)/C1=C\c1ccc(O)cc1O	3	98	0	-8	-1.1
26	COC(=O)c1sccc1NC(=S)N1CCCCC1	-1	98	9	6	-1.5
27	Cc1cc2oc3cc(NCCC4CCCN4C)ccc3c(=O)c2cc1C (centres undefined)	-3	96	-1	-12	-0.2
28	CCN1CCN(CC(=O)Nc2cccc(C)c2C)C(=O)C1=O	0	99	1	2	0.6
29	COc1cc(NC(=O)c2csc(N)n2)cc(C(=O)Nc2cccc(C(F)(F)F)c2)c1	5&5	97&100	-2&-7	20&4	-0.7&-1.5
30	COCCCN1C(=O)/C(=C\c2ccc3c(c2)OCO3)C(C(=O)OC)=C1C	3	92	-2	11	-3.0

cpd	PDI inh	Exocytosis inh	CaV13 ICDI inh	m5-HT2A agonist	ABHD5-PLIN5 inh
16	5	-5	9	3	1
17	-3	-3	-3	0	-6
18	-2	-2	-7	2	1
19	1	-9	-6	6	12
20	4	-3	-5	-2	-4
21	13	50	-26	0	-4
22	3	-2	-6	0	-4
23	-1	4	-5	-6	-2
24	1	0	-6	3	5
25	6	-8	-1	7	0
26	-3	-1	.	-1	2
27	1	-4	77*	-3	3
28	3	-1	-6	14	-4
29	6&-2	-2&-2	-3&-5	-1&-2	-5&4
30	-7	14	-6	13	4

The list goes on:
cpd	smiles	Glyco luc inh	ABCB6 inh MLPCN	MC4R antag cAMP	H9c2 protect	MC4R barr agon
31	O=C1c2ccccc2NC(c2ccc(-c3cccc(Cl)c3)o2)N1O (centres undefined)	-9	96	-6	26	-0.8
32	Cc1ccsc1C(=O)N1CC=C(c2ccccc2)CC1	-3	91	8	6	1.3
33	Cc1occc1C(=O)N/N=C/C1=C(N2CCOCC2)C(=C\c2ccc(Cl)cc2)/CC1	0	101	28	-8	4.3
34	CN(Cc1ccccc1)C(=O)C1(C)CCN1C(=O)Cc1ccc(Cl)cc1Cl (centres undefined)	-2	93	3	-9	0.6
35	N/C(=N\O)c1ccc(Cl)cc1Cl	2	94	-11	6	-0.2
36	C=CCOc1ccccc1CN1CCC(n2nccc2NC(=O)C2CC2)CC1	1	98	2	-2	0.7
37	CCCCn1c(=O)[nH]c(=O)c2c1nc(-c1ccc(-c3ccccc3Br)o1)n2CC	4	103	8	1	-1.1
38	O=C(CCCCn1c(=O)[nH]c2ccsc2c1=O)NCC1CCCO1 (centres undefined)	3	98	3	16	-0.7
39	COc1ccc(NC(=O)CSc2nnc(-c3cccs3)n2C)cc1OC	-1	95	2	6	-1.5
40	N#C/C(=C\Nc1ccc2c(c1)OCCO2)C(=O)NCc1ccco1	1	95	1	-2	-2.3
41	C=CCNC(=S)N1CCC2CC1c1c(Cl)cccc12 (centres undefined)	-3	98	3	-3	-1.2
42	Cc1ccc(NC(=O)N2CCCC2C(=O)Nc2c(C)cc(C)cc2C)cc1 (centres undefined)	2	93	6	2	0.2
43	COC(=O)c1cc(=O)n(C2CC2)c(=NC2CC2)s1	0	99	0	2	0.5
44	CC1CCN(c2ccc3nnc(CCC(=O)N4CCN(c5ccccc5F)CC4)n3n2)CC1	5	96	3	-3	-0.9
45	CN(C)c1ccc(C2NCCS2)cc1 (centres undefined)	2	98	12	2	-2.0
46	Cc1ccc(C(=O)O/N=C(\c2ccccc2)c2ccncc2)cc1	0	101	-5	10	-1.1
47	O=C1NC(Cc2ccccc2)c2nc3ccc(Cl)cc3c(=O)n2-c2ncccc21 (centres undefined)	-1	101	6	11	-1.2

cpd	PDI inh	Exocytosis inh	CaV13 ICDI inh	m5-HT2A agonist	ABHD5-PLIN5 inh
31	-8	1	-7	-3	5
32	2	-4	-6	5	-12
33	-14	26	-6	5	5
34	-7	0	-11	-1	-3
35	-2	-1	-5	1	-1
36	4	-3	.	-10	3
37	6	-2	.	-1	1
38	-4	-1	-3	0	5
39	7	-1	.	5	1
40	-2	-2	-5	-2	-7
41	-1	-1	-2	-1	-3
42	-6	18	-3	4	-1
43	15	0	-3	1	1
44	0	-1	-13	-1	3
45	-3	1	-4	2	-24
46	-5	-2	-4	-1	2
47	-2	-3	-4	-7	-1
